C8 TRAIL sens: caspase-8 TRAIL sensitization | NB7+C8 cells + TRAIL, ATPlite viability luminescence | inhibition (viability loss, TRAIL sensitization), % at 10 µM | hit rate 1% among 360,000 | AID 624354;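 active = compounds causing at least 50% loss of cell viability in the single-dose screen, relative to plate controls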
iPSC survival up: hiPSC single-cell survival enhancement | ATPlite luminescence; 100% = ROCK inhibitor wells, 0% = DMSO | survival enhancement, % at 20 µM | hit rate 0.044% among 360,000; in the data active = survival enhancement above about 18%;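 note: cells exposed to compounds for 16 hours before the ATP read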
HIF-2a inh: inhibitors of HIF-2a | 786-0 RCC cells HIF-2a reporter, luciferase luminescence, overnight | inhibition, % at 18.8 µM | hit rate 0.72% among 360,000 | AID 624352;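 active = inhibition of the luminescence signal of 40% or more relative to plate controls, in a single-dose primary screen at 18.75 µM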
NR2E3 ag: agonists of human NR2E3 nuclear receptor. Q9Y5X4. CHO-S Gal4-NCOR/VP16-NR2E3 two-hybrid, luciferase. inhibition of corepressor binding, % at 3.98 µM. hit rate 0.35% among 360,000. AID 602229;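 active = inhibition above the mean of all tested compounds plus 3 SD, cut at about 70% in these data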;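 note: 0% = DMSO with NR2E3 transfected cells and 100% = cells lacking NR2E3 construct; higher means lower luciferase signal from less NR2E3 corepressor binding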
Target sequence (Q9Y5X4 whole entry, looked up, the tested form may be a part): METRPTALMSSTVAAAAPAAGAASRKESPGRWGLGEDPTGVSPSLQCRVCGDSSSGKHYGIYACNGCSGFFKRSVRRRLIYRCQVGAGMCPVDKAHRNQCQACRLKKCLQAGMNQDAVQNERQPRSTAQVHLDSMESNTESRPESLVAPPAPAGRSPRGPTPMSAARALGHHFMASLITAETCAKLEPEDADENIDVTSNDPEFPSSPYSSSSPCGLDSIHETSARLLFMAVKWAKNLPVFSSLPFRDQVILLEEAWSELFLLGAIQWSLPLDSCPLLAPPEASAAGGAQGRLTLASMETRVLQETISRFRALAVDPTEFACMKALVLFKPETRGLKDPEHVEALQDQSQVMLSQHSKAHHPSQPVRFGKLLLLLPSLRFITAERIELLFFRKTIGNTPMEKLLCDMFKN
Numbers without * were called inactive. An excerpt (hit frequency here may not be typical).

No. | SMILES | C8 TRAIL sens | iPSC survival up
1 | COc1ccccc1Cc1c(-c2ccc(C#N)cc2)nc2c(Cl)cc(C(F)(F)F)cn12 | 14 | -0.3
2 | O=C1CCCCCC(=O)[C@H](O)C[C@H](c2ccccc2)O1 | -21 | 0.3
3 | C[N+](=O)C1C(=O)Nc2ccccc21 (configuration not stated) | -3 | -1.8
4 | O=C1c2ccccc2C(c2nnnn2Cc2ccccc2)N1C1CC1 (configuration not stated) | -5 | 0.4
5 | CCCCn1nnnc1C(c1cc2ccccc2o1)N(C)Cc1ccccc1 (configuration not stated) | 8 | -1.0
6 | CCCCCc1c(-c2ccccc2)ncn1CCc1ccccc1OC | 13 | -0.6
7 | O=C(NC1CCCC1)C1c2ccccc2OCC(=O)N1CC(F)(F)F (configuration not stated) | -5 | -0.5
8 | COc1ccc(C=C(C#N)C(=O)c2ccccc2)cc1 | -6 | -1.8
9 | COC(=O)[C@@]1(Cc2ccc(F)cc2)[C@H]2c3cc(C(=O)N(C)C)n(CC4CC4)c3C[C@H]2CN1C(=O)c1ccccc1 | 6 | -0.4
10 | Fc1cccc(Cc2c(C3CCCCC3)nc3c4ccccc4ccn23)c1 | 7 | 0.0

No. | HIF-2a inh | NR2E3 ag
1 | -10 | 12
2 | -1 | -4
3 | 1 | 1
4 | 12 | -21
5 | -2 | -13
6 | 1 | -18
7 | 12 | -8
8 | -2 | 6
9 | 6 | -16
10 | -177 | -72

(next part)
No. | SMILES | C8 TRAIL sens | iPSC survival up
11 | COc1ccc(-c2c(C(=O)c3ccccc3)[nH]c(N)c2C(=O)NCc2ccccc2)cc1OC | -7 | -0.4
12 | Cc1cc2nc(C(C)(C)C)c(Cc3cccc(Cl)c3)n2c(C)c1Br | 8 | 0.4
13 | CN1CCN(C(=O)c2cc3c(c(-c4cccc(-c5cccnc5)c4)n2)[C@H](CCO)N(C(=O)CC2CC2)C3)CC1 | -6 | -0.4
14 | COCCCn1cc(CN2CC(N3CCN(CCN(C)C)CC3)CS2(=O)=O)nn1 (configuration not stated) | 0 | 2.2
15 | COc1ccc(SCC(O)Cn2c3ccccc3c3ccccc32)c(OC)c1 (configuration not stated) | -3 | 0.9
16 | COCCN1C(=O)c2ccccc2C1c1nnnn1C(C)C (configuration not stated) | 22 | 1.1
17 | CC1(C(=O)NCc2ccccc2)CCC(=O)N1C1CCN(Cc2ccccc2)CC1 (configuration not stated) | -8 | -1.0
18 | CCCCC[C@@H](C)N1C[C@H](COCc2ccccc2)Oc2cc(N3CCC[C@@H]3COC)ccc2S1(=O)=O | 3 | 0.8
19 | CCOC(=O)[C@]12CCC=C1N(Cc1ccc3c(c1)OCO3)C(=O)[C@H](CC(=O)NCCCN1CCCC1=O)C2 | -2 | 2.0
20 | COC(=O)[C@@]1(Cc2ccc(F)cc2)[C@H]2c3cc(C(=O)N(C)C)n(Cc4cc(C)n(C)n4)c3C[C@H]2CN1C(=O)c1ccccc1 | -6 | -0.3

No. | HIF-2a inh | NR2E3 ag
11 | -20 | 1
12 | 18 | 8
13 | 3 | -17
14 | 7 | -17
15 | -3 | -17
16 | 7 | -1
17 | 8 | 9
18 | -177 | -57
19 | 10 | -7
20 | 14 | -8

Continued.
No. | SMILES | C8 TRAIL sens | iPSC survival up
21 | COc1ccc(-c2c(-c3ccsc3)oc3c2C(O)CCC3)cn1 (configuration not stated) | -18 | 0.3
22 | Nc1ccn([C@@H]2O[C@H](C(=O)NCCCN3CCCC3=O)[C@@H](O)[C@H]2O)c(=O)n1 | 4 | -0.4
23 | CCC(C)[C@H]1CNC(=O)C(=O)N1CCc1cccc2ccccc12 (some centres not stated) | 7 | -0.6
24 | CCOC(=O)C(Cc1ccc(O)cc1)NC(=O)c1cc2c(cn1)[nH]c1ccccc12 (configuration not stated) | 4 | -1.0
25 | CCOc1ccc(CCN2C(=O)C(=O)N([C@@H](Cc3ccc(O)cc3)CN3CCC[C@H]3CN3C(=O)C(=O)NC[C@@H]3CC(C)C)C[C@@H]2Cc2ccccc2)cc1 | -16 | 0.2
26 | CCCCCc1c(-c2ccc(OC)c(OC)c2)ncn1CCc1ccccc1OC | 51* | -0.6
27 | CCOC(=O)[C@]12CCC=C1N(Cc1ccccc1)C(=O)[C@H](CC(=O)NCc1ccccc1)C2 | 4 | 0.0
28 | COC(=O)c1ccc2nc(-c3ccc(C)cc3)c(Cc3cccc(Cl)c3)n2c1 | 25 | 1.9
29 | Cc1cccc(C)c1-n1nnnc1C1(C)CCC(=O)N1CCCn1ccnc1 (configuration not stated) | -14 | 1.2
30 | c1cc(-c2cc3c(o2)CCCC3OCCN2CCOCC2)cs1 (configuration not stated) | -6 | -0.5

No. | HIF-2a inh | NR2E3 ag
21 | 8 | -13
22 | 4 | -7
23 | 4 | -5
24 | -2 | 3
25 | 9 | -9
26 | -35 | 52
27 | -12 | 2
28 | -9 | -27
29 | 5 | -12
30 | 0 | -4

The list goes on:
No. | SMILES | C8 TRAIL sens | iPSC survival up
31 | O=C1NC[C@H](CCCCN2CCN(CCc3ccccc3)C(=O)C2=O)N(CC2CCCCC2)C1=O | 4 | 1.8
32 | CCOC(=O)c1ccc(-c2ccc(N3C(c4cccc(OC)c4)=Cc4ccc(F)cc4C3CC(C)=O)cc2)cc1F (configuration not stated) | 19 | -0.8
33 | CC(=O)OCC(C)n1c(=O)c2ccccc2n1C(C)=O (configuration not stated) | -3 | 0.0
34 | O=C(C[n+]1cccc(C(=O)Nc2ccccc2)c1)c1ccc(Cl)cc1 | 4 | -1.8
35 | CCCCNC(=O)C1c2ccccc2OCC(=O)N1CCOC (configuration not stated) | -12 | 0.0
36 | O=C1NC[C@H](Cc2ccccc2)N(C[C@@H]2CCCN2C[C@H](Cc2ccc(O)cc2)N2C[C@H](Cc3ccccc3)N(CCc3ccccc3)C(=O)C2=O)C1=O | -9 | 0.3
37 | O=C1NC[C@@H](CCCCN2C[C@H](Cc3ccccc3)N(Cc3ccccc3)C(=O)C2=O)N(Cc2ccccc2)C1=O | -7 | -0.3
38 | Cc1ccc(Cc2c(-c3ccccc3)nc3c(C)cc(Br)cn23)cc1 | 19 | 1.0
39 | O=C1OCCOC2CCCc3oc(-c4ccccc4)c1c32 (configuration not stated) | 22 | 0.7
40 | O=C(NCc1ccc(F)cc1F)[C@@H]1CCCN1C(=O)[C@@H]1CCCN1 | -2 | 1.2

No. | HIF-2a inh | NR2E3 ag
31 | 2 | -33
32 | 65* | -22
33 | 6 | -9
34 | 0 | -55
35 | -1 | -17
36 | 1 | -11
37 | 2 | 14
38 | 13 | -10
39 | -4 | -4
40 | 0 | -14

(continued)
No. | SMILES | C8 TRAIL sens | iPSC survival up
41 | O=C1c2ccccc2C(c2nnnn2-c2ccc3c(c2)OCCO3)N1Cc1ccc(F)cc1 (configuration not stated) | 6 | 0.5
42 | COC(=O)[C@]12CCCCC=C1N(Cc1cccc3ccccc13)C(=O)[C@H](CC(=O)NCCc1ccccc1OC)C2 | 1 | -0.5
43 | CCOC(=O)[C@]12CCC=C1N(Cc1ccc3c(c1)OCO3)C(=O)[C@H](CC(=O)NCc1cccc(C(F)(F)F)c1)C2 | 6 | 1.0
44 | COCCN1C(=O)COc2ccccc2C1C(=O)Nc1c(C)cccc1C (configuration not stated) | 2 | -0.1
45 | O=C1CCC(OCc2ccccc2)CCN1[C@H](CSc1ccccc1)Cc1ccccc1 (some centres not stated) | 0 | -0.2
46 | CC(C)(C)NC(=O)C1c2ccccc2OCC(=O)N1CCCN1CCOCC1 (configuration not stated) | -2 | -0.8
47 | COC(=O)[C@]12CCCCC=C1N(Cc1cccc3ccccc13)C(=O)[C@H](CC(=O)NCc1ccc(C)o1)C2 | 2 | -0.1
48 | CCCCCCn1cc(CN2CC(N3CCN(CCN(C)C)CC3)CS2(=O)=O)nn1 (configuration not stated) | 5 | -0.1
49 | CCS(=O)(=O)N1Cc2cc(C(=O)N(C)C)nc(-c3cccc(-c4ccc(F)cc4)c3)c2[C@H]1CCO | 9 | 0.2
50 | COc1ccc([C@H]2C[C@H](O)C[C@@H](CCn3cc(-c4ccccc4)nn3)O2)cc1 | -4 | 1.0

No. | HIF-2a inh | NR2E3 ag
41 | 3 | 5
42 | -17 | -32
43 | 6 | 17
44 | 4 | -26
45 | -15 | -17
46 | 4 | -20
47 | 1 | 10
48 | 22 | -17
49 | 14 | 1
50 | 20 | 0

(listing goes on)
No. | SMILES | C8 TRAIL sens | iPSC survival up
51 | O=C(NCCc1ccc2c(c1)OCO2)Oc1ccccc1 | -6 | 1.3
52 | COc1cccc(CNC(=O)[C@@H]2CCCN2C(=O)[C@H]2CCCCN2C(=O)c2c(F)cccc2F)c1 | -10 | -0.4
53 | CCCCOCCCNC(=O)C[C@@H]1C[C@@]2(C(=O)OC)CCCCC=C2N(CCC2=CCCCC2)C1=O | -5 | -1.0
54 | CC1(C)OC(=O)C2=C(C[C@@H](C3CCCCC3)O[C@H]2c2ccccc2)O1 | -9 | 1.4
55 | C[C@H](NC(=O)[C@@H]1CCCN1C(=O)[C@@H]1CCCN1C(=O)OC(C)(C)C)c1ccccc1 | -5 | 0.9
56 | CC(C)CN1C(=O)c2ccccc2C1c1nnnn1-c1ccc2c(c1)OCCO2 (configuration not stated) | 6 | 0.1
57 | COc1cccc(C(=O)N2CCC[C@H]2C(=O)N2CCC[C@H]2C(=O)N[C@H](C)c2ccccc2)c1 | -11 | -0.1
58 | O=c1[nH][nH]c2c1[C@H](CCc1cccc(Cl)c1)O[C@H](C1CCCC1)C2 | 8 | -0.8
59 | COC(=O)[C@@]1(Sc2ccc(C)cc2)CC(=O)N(C(=O)C2CC2)[C@@H]1c1ccccc1 | -11 | 0.1
60 | CC(C)C[C@H]1COc2cc(N3CC[C@@H](O)C3)ccc2S(=O)(=O)N1 | 4 | 1.9

No. | HIF-2a inh | NR2E3 ag
51 | -75 | -22
52 | -4 | -1
53 | 15 | 8
54 | -6 | -14
55 | 2 | -17
56 | -5 | -3
57 | 6 | 23
58 | 13 | -21
59 | -13 | 4
60 | -4 | -18

Other records follow.
No. | SMILES | C8 TRAIL sens | iPSC survival up
61 | COC(=O)[C@]1(Sc2ccc(C)cc2)CC(=O)N[C@@H]1c1ccco1 | -4 | 0.0
62 | O=S1(=O)CC(N2CCSCC2)CN1Cc1cn(Cc2cccc(Cl)c2)nn1 (configuration not stated) | 6 | -0.2
63 | COc1cccc(-c2nc3nc(C)cc(C)n3c2Nc2ccc3c(c2)OCCO3)c1 | -15 | 0.1
64 | CCOC(=O)[C@]12CCCC=C1N(Cc1ccc(Cl)cc1Cl)C(=O)[C@H](CC(=O)NCc1ccccc1)C2 | -16 | -0.6
65 | O=C(NCc1ccc(F)cc1F)[C@@H]1CCCN1C(=O)[C@@H]1CCCN1C(=O)c1cccs1 | -8 | 0.1
66 | O=C1NC[C@@H](CCCCN2C[C@H](Cc3ccccc3)N(CCc3ccc(O)cc3)C(=O)C2=O)N(CC2CCCCC2)C1=O | -13 | -0.2
67 | O=C1NC[C@@H](CCCCN2CCN(CCC3CCCCC3)C(=O)C2=O)N(CC2CCCCC2)C1=O | -7 | 0.5

No. | HIF-2a inh | NR2E3 ag
61 | 17 | -11
62 | 14 | -19
63 | -21 | -18
64 | -8 | -21
65 | 2 | -7
66 | 3 | -11
67 | 2 | -13

In the list so far, these contain sulfur.
No. | SMILES | C8 TRAIL sens | iPSC survival up
14 | COCCCn1cc(CN2CC(N3CCN(CCN(C)C)CC3)CS2(=O)=O)nn1 (configuration not stated) | 0 | 2.2
15 | COc1ccc(SCC(O)Cn2c3ccccc3c3ccccc32)c(OC)c1 (configuration not stated) | -3 | 0.9
18 | CCCCC[C@@H](C)N1C[C@H](COCc2ccccc2)Oc2cc(N3CCC[C@@H]3COC)ccc2S1(=O)=O | 3 | 0.8
21 | COc1ccc(-c2c(-c3ccsc3)oc3c2C(O)CCC3)cn1 (configuration not stated) | -18 | 0.3
30 | c1cc(-c2cc3c(o2)CCCC3OCCN2CCOCC2)cs1 (configuration not stated) | -6 | -0.5
45 | O=C1CCC(OCc2ccccc2)CCN1[C@H](CSc1ccccc1)Cc1ccccc1 (some centres not stated) | 0 | -0.2
48 | CCCCCCn1cc(CN2CC(N3CCN(CCN(C)C)CC3)CS2(=O)=O)nn1 (configuration not stated) | 5 | -0.1
49 | CCS(=O)(=O)N1Cc2cc(C(=O)N(C)C)nc(-c3cccc(-c4ccc(F)cc4)c3)c2[C@H]1CCO | 9 | 0.2
59 | COC(=O)[C@@]1(Sc2ccc(C)cc2)CC(=O)N(C(=O)C2CC2)[C@@H]1c1ccccc1 | -11 | 0.1
60 | CC(C)C[C@H]1COc2cc(N3CC[C@@H](O)C3)ccc2S(=O)(=O)N1 | 4 | 1.9
61 | COC(=O)[C@]1(Sc2ccc(C)cc2)CC(=O)N[C@@H]1c1ccco1 | -4 | 0.0
62 | O=S1(=O)CC(N2CCSCC2)CN1Cc1cn(Cc2cccc(Cl)c2)nn1 (configuration not stated) | 6 | -0.2

No. | HIF-2a inh | NR2E3 ag
14 | 7 | -17
15 | -3 | -17
18 | -177 | -57
21 | 8 | -13
30 | 0 | -4
45 | -15 | -17
48 | 22 | -17
49 | 14 | 1
59 | -13 | 4
60 | -4 | -18
61 | 17 | -11
62 | 14 | -19

No. | SMILES | C8 TRAIL sens | iPSC survival up
65 | O=C(NCc1ccc(F)cc1F)[C@@H]1CCCN1C(=O)[C@@H]1CCCN1C(=O)c1cccs1 | -8 | 0.1

No. | HIF-2a inh | NR2E3 ag
65 | 2 | -7
